FBPA Giardia inh: Giardia lamblia aldolase inhibition; 290,000 compounds, 0.71% hits; A8B2U2; purified Giardia FBPA; Potency, µM (series often up to 59.6 µM), for inactives: at the top dose activity, negative = inhibition, actives largely listed as inhibitors; also: potency is read from the fitted curve at half-maximal effect; nearly all actives have a fitted effect of over 55% in size
Target sequence (A8B2U2 whole entry, looked up): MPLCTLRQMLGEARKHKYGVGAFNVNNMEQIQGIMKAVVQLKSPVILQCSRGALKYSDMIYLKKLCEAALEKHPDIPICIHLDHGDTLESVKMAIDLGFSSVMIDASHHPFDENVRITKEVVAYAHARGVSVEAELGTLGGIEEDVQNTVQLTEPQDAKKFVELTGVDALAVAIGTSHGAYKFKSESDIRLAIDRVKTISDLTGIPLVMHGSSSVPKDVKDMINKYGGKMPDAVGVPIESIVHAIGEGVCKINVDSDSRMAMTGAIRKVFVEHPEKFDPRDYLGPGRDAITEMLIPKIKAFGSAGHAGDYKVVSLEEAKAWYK
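40 nM FBPA preincubated 10 min at RT with compound (up to 57.5 uM final), then substrate plus GAPDH/TPI/NAD/arsenate coupling and diaphorase/resazurin added. Fluorescence read after 20 min at RT, 525/598 nm.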
AmpC detergent: inhibitors of E. coli AmpC beta-lactamase with detergent | 370,000 compounds, 0.041% hits | AID 485294 | Potency, µM (highest dose often 114 µM), inactives show at the highest dose activity change, negative = inhibition, hits mostly inhibitors | AmpC hydrolysis of nitrocefin, absorbance 480 nm, 0.01% Triton | P00811;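 also: potency is read from the fitted curve at half-maximal effect; 0% = no-compound wells and -100% = no-enzyme wells; nearly all actives have a fitted effect of over 25% in size; some results filed as inactive show a strong effect at the top dose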
Target sequence (P00811 whole entry, looked up): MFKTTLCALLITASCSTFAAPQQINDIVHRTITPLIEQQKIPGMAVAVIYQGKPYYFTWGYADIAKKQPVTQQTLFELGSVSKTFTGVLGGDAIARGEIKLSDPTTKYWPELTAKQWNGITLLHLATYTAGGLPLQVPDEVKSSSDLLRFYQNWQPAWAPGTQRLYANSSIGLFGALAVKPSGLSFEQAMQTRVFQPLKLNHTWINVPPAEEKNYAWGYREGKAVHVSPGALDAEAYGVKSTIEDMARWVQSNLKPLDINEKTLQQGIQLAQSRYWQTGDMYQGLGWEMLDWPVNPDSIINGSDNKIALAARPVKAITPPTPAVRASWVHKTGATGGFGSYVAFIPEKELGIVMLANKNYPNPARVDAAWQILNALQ
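AmpC (5.3 nM in the dispensed reagent) in 20 mM phosphate pH 7.0 with 0.01% (detergent screen) or 0.0001% Triton X-100 was preincubated with compounds for 15 min at room temperature. Nitrocefin was then added from an 800 uM solution, and hydrolysis was followed at 480 nm.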
AmpC inh no detg: AmpC beta-lactamase inhibition without detergent | P00811 | AmpC nitrocefin hydrolysis, absorbance 480 nm, 0.0001% Triton | Potency, µM (series often up to 57.1 µM), for the others: top-dose activity change, negative = inhibition, usual class: inhibitors | 330,000 compounds, 0.52% hits;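 also: potency is read from the fitted curve at half-maximal effect; plate controls were no compound for no effect and no enzyme for full effect; nearly all actives have a fitted effect of over 20% in size; some results filed as inactive show a strong effect at the top dose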
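AmpC (5.3 nM in the dispensed reagent) in 20 mM phosphate pH 7.0 with 0.01% (detergent screen) or 0.0001% Triton X-100 was preincubated with compounds for 15 min at room temperature. Nitrocefin was then added from an 800 uM solution, and hydrolysis was followed at 480 nm.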
AMA1-RON2 inh: AMA1-RON2 (P. falciparum) interaction inhibition; Potency, µM (doses to about 58.2 µM), for the others: top-dose activity change, negative = inhibition, hits mostly inhibitors; AlphaScreen AMA1-biotinylated RON2 peptide binding; 360,000 compounds, 0.2% hits; AID 720542;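 also: potency is read from the fitted curve at half-maximal effect; 0% = vehicle wells and -100% = peptide control; nearly all actives have a fitted effect of over 45% in size; some results filed as inactive show a strong effect at the top dose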
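AMA1 (3D7) with his tag at 25 nM final met compounds first, then biotinylated RON2 peptide at 25 nM; detection used donor plus acceptor beads, 10 µg/mL apiece, read by AlphaScreen after 30 min at room temperature.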
Sm TGR block: S. mansoni TGR enzyme inhibition | Potency, µM (titrated, usually from 114 µM), without a hit: at the highest dose activity change, negative = inhibition, actives largely listed as inhibitors | Q962Y6 | purified TGR, DTNB reduction, TNB absorbance 405 nm | 360,000 compounds, 3% hits | AID 485364; also: potency is read from the fitted curve at half-maximal effect; nearly all actives have a fitted effect of over 60% in size
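First, TGR (20 nM dispensed) and NADPH were mixed with compound. Second, a 15 min room-temperature incubation followed. Third, further NADPH and then DTNB were added to start the reaction. Finally, TNB absorbance was monitored kinetically.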
HCMV inh: inhibitors of human cytomegalovirus. HFF cells, HCMV-luciferase reporter, 72 h; active compounds read low. activity change, negative = inhibition, % at 57.5 µM. AID 1259415. 410,000 compounds, 4.5% hits; in the data active = activity change below about -60%; inconclusive = no clear call, values can overlap the other calls; inactive = above about -39%
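Two-dose cell screen: HFF monolayers treated with compounds and infected with luciferase-expressing HCMV at 1 PFU/cell, 72 h at 37C, then lysed for luciferase measurement.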
An asterisk follows results filed as active; [ ] = dose if it differs, or a comment. Unless noted, calls follow the shape of the dose curve; as a rule, active = well fitted curve in the direction sought with a large enough effect; inconclusive = small, poorly fitted or top-dose-only effect, or another doubt; inactive = no such curve, though single readings can be large; an effect the other way counts as inactive or inconclusive. Unless noted, % is scaled to controls: 0 for no effect and ±100 for the full control effect.

`CCOc1ccc(NC(=O)C2CCC(CNc3c(N4CCOCC4)c(=O)c3=O)CC2)cc1` (stereo unspecified) gave FBPA Giardia inh 1%, AmpC detergent -4%, AmpC inh no detg -9%, AMA1-RON2 inh -8%, Sm TGR block 8% and HCMV inh -11.
For COC(=O)CSc1nc(NC(C)C)nc(N2CCOCC2)n1 the results were FBPA Giardia inh -2%, AmpC detergent inconclusive, AmpC inh no detg -4%, AMA1-RON2 inh 2%, Sm TGR block 0% and HCMV inh -1.
Screening Cc1cccc(-n2nnc(C(=O)NCc3ccccc3)c2N)c1 returned FBPA Giardia inh -8%, AmpC detergent -7%, AmpC inh no detg -48%, AMA1-RON2 inh 3%, Sm TGR block -1% and HCMV inh 40.
Screening CC(C)C(NC(=O)C1CCC(C(C)(C)C)CC1)C(=O)NCCc1ccc(S(N)(=O)=O)cc1 (stereo unspecified) returned FBPA Giardia inh -5%, AmpC detergent 4%, AmpC inh no detg 22%, AMA1-RON2 inh -6%, Sm TGR block -7% and HCMV inh -27.
Cc1ccc2c(c1)c1c(n2CC(O)CN2CCCCCC2)CCCC1 (stereo unspecified) was read as FBPA Giardia inh -21%, AmpC detergent 1%, AmpC inh no detg 42%, AMA1-RON2 inh -16%, Sm TGR block -13% and HCMV inh -77*.
`Cc1cccc(C)c1NC(=O)c1sc(N)nc1-c1ccccc1` gave FBPA Giardia inh 4%, AmpC detergent 0%, AmpC inh no detg -2%, AMA1-RON2 inh 10%, Sm TGR block 9% and HCMV inh -10.
CCCCCCNC(=O)N[C@@H](C(=O)NCCC[C@H]1CN2C(=NC[C@@H]2Cc2ccccc2)N1CCc1cccc(OC)c1)C(C)C was read as FBPA Giardia inh -21%, AmpC detergent 1%, AmpC inh no detg 205%[activator], AMA1-RON2 inh -4% and Sm TGR block inconclusive.
`O=C1CCCN1CCC1CCN(C2CC(=O)N(Cc3ccc(N4CCCC4=O)cc3)C2=O)CC1` (stereo unspecified) gave FBPA Giardia inh 2%, AmpC detergent -16%, AmpC inh no detg 5%, AMA1-RON2 inh 0%, Sm TGR block 18µM* and HCMV inh 2.
`COc1cccc(CNc2ncnc3onc(C)c23)c1` gave AmpC detergent 3%, Sm TGR block -2% and HCMV inh -31.
For O=C(/C(=N/O)n1cncn1)c1ccccc1Cl the results were FBPA Giardia inh 4%, AmpC detergent 2%, AmpC inh no detg -22%, AMA1-RON2 inh 12%, Sm TGR block 2% and HCMV inh 5.
CC(C)n1c(SCC(=O)c2ccc(F)cc2)nc2c(sc3ccccc32)c1=O was read as AmpC detergent -3%, Sm TGR block 6% and HCMV inh 9.
Cc1ccc(Nc2ncnc3ccccc23)cc1 was read as FBPA Giardia inh inconclusive, AmpC detergent 1%, AmpC inh no detg -38%, AMA1-RON2 inh -3%, Sm TGR block 2% and HCMV inh -38.
Screening CCOc1ccc(S(=O)(=O)NCCOC)cc1C returned FBPA Giardia inh 7%, AmpC detergent 2%, AmpC inh no detg -10%, AMA1-RON2 inh -1%, Sm TGR block -17% and HCMV inh -4.
CCSc1cc(N2CCCC2)nc(-c2cccc(C)c2)n1 was read as FBPA Giardia inh 0%, AmpC detergent inconclusive, AmpC inh no detg -11%, AMA1-RON2 inh 3%, Sm TGR block -8% and HCMV inh -62*.
Cc1cc([N+](=O)[O-])nn1CC(=O)NNC(=S)Nc1ccc(F)cc1 was read as FBPA Giardia inh 1%, AmpC detergent -1%, AmpC inh no detg -19%, AMA1-RON2 inh 52%[activator], Sm TGR block -32% and HCMV inh 35.
Cc1cc2ncn(C(=O)c3c(-c4ccccc4Cl)noc3C)c2cc1C was read as FBPA Giardia inh -2%, AmpC detergent inconclusive, AmpC inh no detg 17%, AMA1-RON2 inh -8%, Sm TGR block inconclusive and HCMV inh 47.
For C[n+]1ccc(-c2ccncc2)cc1 the results were FBPA Giardia inh 1%, AmpC detergent -10%, AmpC inh no detg -16%, AMA1-RON2 inh 4%, Sm TGR block 3% and HCMV inh 14.
CC(C)(C)c1ccc(C(=O)N2CCC(C(=O)NCC3CCCO3)CC2)cc1 (stereo unspecified) was read as FBPA Giardia inh -1%, AmpC detergent -1%, AmpC inh no detg 42%, AMA1-RON2 inh -15%, Sm TGR block 0% and HCMV inh 26.
Screening Cc1cccc(-n2ccnc2SCC(=O)Nc2ccc3c(c2)OCCO3)c1 returned FBPA Giardia inh 1%, AmpC detergent -12%, AmpC inh no detg -24%, AMA1-RON2 inh -11%, Sm TGR block -28% and HCMV inh -1.
Cc1ccc(C)c(Cn2nc(C)n3c(cc4cc(C)ccc43)c2=O)c1 was read as AmpC detergent 3%, Sm TGR block 0% and HCMV inh -2.
COC(=O)c1cc(C(=O)OCC(=O)c2ccc[nH]2)cc([N+](=O)[O-])c1 was read as AmpC detergent -19%, AmpC inh no detg -54%, AMA1-RON2 inh 0%, Sm TGR block -1% and HCMV inh 5.
`CO/N=C/C(c1ccc(Cl)nc1)S(=O)(=O)c1ccccc1` (stereo unspecified) gave FBPA Giardia inh -7%, AmpC detergent -4%, AmpC inh no detg 0%, AMA1-RON2 inh 7%, Sm TGR block 22µM* and HCMV inh 64.
`COc1cc(CN2CCc3ccccc3C2)ccc1O` gave FBPA Giardia inh inconclusive, AmpC detergent -5%, AmpC inh no detg -8%, AMA1-RON2 inh -23%, Sm TGR block 20µM* and HCMV inh -100*.
`COc1ccc(CN2C(=O)C(=O)N(CC(N)=O)C2=O)cc1` gave FBPA Giardia inh 3%, AmpC detergent 3%, AmpC inh no detg 0%, AMA1-RON2 inh 4%, Sm TGR block 4% and HCMV inh -21.
`Cc1ccc(NC(=O)Cn2c(=O)n(CCC(=O)N3CCc4ccccc4C3)c(=O)c3ccccc32)cc1` gave AmpC detergent 3%, Sm TGR block 15% and HCMV inh 11.
Screening COc1ccc(N=C2C(=Nc3ccc(OC)cc3)N(c3ccc(N(C)C)cc3)C(=S)N2c2ccc(OC)cc2)cc1 returned FBPA Giardia inh -8%, AmpC detergent 2%, AmpC inh no detg -2%, AMA1-RON2 inh -15%, Sm TGR block 4% and HCMV inh 15.
For CCOC(=O)c1c(C)c(C#N)c2c3ccccc3ccn12 the results were FBPA Giardia inh 2%, AmpC detergent inconclusive, AmpC inh no detg -17%, AMA1-RON2 inh 1%, Sm TGR block -3% and HCMV inh 9.
Screening COc1ccc(C)cc1NC(=O)C1CCN(S(=O)(=O)c2ccc3c(c2)CCCN3C(C)=O)CC1 returned AmpC detergent 3%, Sm TGR block 7% and HCMV inh -6.
For COc1ccc(NC(=O)CSc2nc3ccccc3c(=O)n2CCCC(=O)NCC2CCCO2)c(OC)c1 (stereo unspecified) the results were FBPA Giardia inh -7%, AmpC detergent -9%, AmpC inh no detg 28%, AMA1-RON2 inh -1%, Sm TGR block 2% and HCMV inh inconclusive.
`C=C(C)COc1ccc2c(C)c(CC(=O)N3C[C@H]4C[C@@H](C3)c3cccc(=O)n3C4)c(=O)oc2c1C` gave FBPA Giardia inh 10%, AmpC detergent inconclusive, AmpC inh no detg 56%[activator], AMA1-RON2 inh 18%, Sm TGR block -8% and HCMV inh inconclusive.
Screening Cc1cc(C)n(-c2ccc(NC(=O)C3CCCCN3C(=O)c3cc(C)oc3C)cc2)n1 (stereo unspecified) returned FBPA Giardia inh 3%, AmpC detergent -12%, AmpC inh no detg 71%[activator], AMA1-RON2 inh -11%, Sm TGR block inconclusive and HCMV inh -32.
`Cc1ccccc1OCCC(=O)N1CCN(S(=O)(=O)c2ccc(F)cc2)CC1` gave FBPA Giardia inh -8%, AmpC detergent 4%, AmpC inh no detg 95%[activator], AMA1-RON2 inh -7%, Sm TGR block 7% and HCMV inh -13.
`O=C(Cc1cccc(C(F)(F)F)c1)Nc1ccc(S(=O)(=O)N2CCCC2)cc1` gave AmpC detergent -6%, AmpC inh no detg -23%, AMA1-RON2 inh 1%, Sm TGR block inconclusive and HCMV inh -30.
For Cn1c(-c2ccccc2F)cc2onc(-c3ccccc3)c2c1=O the results were AmpC detergent 0%, AmpC inh no detg -17%, AMA1-RON2 inh -4%, Sm TGR block -7% and HCMV inh 24.
COC(=O)c1c(C)nc(C)c(C(=O)OC)c1-c1ccc(OC)c(OC)c1 was read as FBPA Giardia inh 3%, AmpC detergent 0%, AmpC inh no detg 22%, AMA1-RON2 inh -2% and HCMV inh -21.
For CCCCCN(C(=O)CN(C)Cc1ccc(OC)cc1OC)c1c(N)n(CCCC)c(=O)[nH]c1=O the results were FBPA Giardia inh 1%, AmpC detergent inconclusive, AmpC inh no detg 12%, AMA1-RON2 inh 3%, Sm TGR block -3% and HCMV inh -9.
O=C(CN1CCN(S(=O)(=O)/C=C/c2ccccc2)CC1)Nc1ccc(N2CCOCC2)cc1 was read as FBPA Giardia inh 2%, AmpC detergent inconclusive, AmpC inh no detg 152%[activator], AMA1-RON2 inh -10%, Sm TGR block 6% and HCMV inh inconclusive.
Screening Cc1cccc(C(=O)O/N=C(\N)c2ccc(Cl)cc2)c1 returned FBPA Giardia inh -2%, AmpC detergent -3%, AmpC inh no detg -22%, AMA1-RON2 inh 15%, Sm TGR block 0% and HCMV inh 56.
Screening O=C(c1ccc(Cn2cc(Br)cn2)cc1)N1N=C(C(F)F)CC1(O)C(F)F (stereo unspecified) returned FBPA Giardia inh 5%, AmpC detergent -8%, AmpC inh no detg -20%, AMA1-RON2 inh 4%, Sm TGR block -1% and HCMV inh inconclusive.
`C=CCN(CC=C)C(=O)Cc1ccc(F)cc1` gave FBPA Giardia inh 2%, AmpC detergent -11%, AmpC inh no detg -13%, AMA1-RON2 inh 8%, Sm TGR block 1% and HCMV inh 4.

As a short view, 5 of the compounds above:
COC(=O)c1cc(C(=O)OCC(=O)c2ccc[nH]2)cc([N+](=O)[O-])c1 was read as AmpC detergent -19%, AmpC inh no detg -54%, AMA1-RON2 inh 0%, Sm TGR block -1% and HCMV inh 5.
`CO/N=C/C(c1ccc(Cl)nc1)S(=O)(=O)c1ccccc1` (stereo unspecified) gave FBPA Giardia inh -7%, AmpC detergent -4%, AmpC inh no detg 0%, AMA1-RON2 inh 7%, Sm TGR block 22µM* and HCMV inh 64.
`COc1cc(CN2CCc3ccccc3C2)ccc1O` gave FBPA Giardia inh inconclusive, AmpC detergent -5%, AmpC inh no detg -8%, AMA1-RON2 inh -23%, Sm TGR block 20µM* and HCMV inh -100*.
`COc1ccc(CN2C(=O)C(=O)N(CC(N)=O)C2=O)cc1` gave FBPA Giardia inh 3%, AmpC detergent 3%, AmpC inh no detg 0%, AMA1-RON2 inh 4%, Sm TGR block 4% and HCMV inh -21.
`Cc1ccc(NC(=O)Cn2c(=O)n(CCC(=O)N3CCc4ccccc4C3)c(=O)c3ccccc32)cc1` gave AmpC detergent 3%, Sm TGR block 15% and HCMV inh 11.
